# TNAP activators: stimulation of alkaline phosphatase TNAP activity – biochemical, luminescent, no phosphate acceptor, uHTS, primary screen (AID 1001); purified TNAP, luminescent activation assay, no phosphate acceptor; higher activation fold means a stronger effect; one-dose activation fold at 20 µM; EC50 in µM for titrated hits; 200,000 compounds, 0.03% hits; in the data active means activation fold from about 3, or a potency from the dose series; inactive means the rest, 99 in 100 with activation fold below about 1.6; further: many of its hits are not listed in these tables
# MT stabilizer: stabilizes microtubules in HeLa cells. HeLa tubulin immunostaining HCS, 24 h; share of cells brighter than vehicle mean+2SD. % tubulin-high responders, % at 10 µM. 200,000 compounds, 0.83% hits;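 active means plate Z-score above 3 for both tubulin-high and condensed-nucleus cell shares, with cell loss under 80%, at 10 µM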;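 further: anti alpha tubulin signal scored within the nucleus-defined area of each cell; some results filed as inactive read as strong as hits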
# b-catenin transl: beta-catenin nuclear translocation modulation; HeLa beta-catenin nuclear translocation, immunofluorescence imaging; nuclear translocation activity, % at 5 µM; 190,000 compounds, 0.3% hits; AID 1665;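 active means nuclear translocation activity above 50% at 5 µM, with a well cell count of 50 or more; inconclusive means wells under 50 cells across six images, flagged as toxic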;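 further: per-cell ratio of nuclear to cytoplasmic median beta-catenin stain intensity; plate controls were DMSO negative control for no effect and GSK-3 inhibitor IX positive control for full effect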
#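 Technique: fluorescence imaging of beta-catenin antibody stain plus DAPI / Material: human HeLa cell line / Incubation: compound treatment 24 h, 37°C, 5% CO2 / Read-out basis: % activation of per-cell nuclear versus cytoplasmic median beta-catenin signal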
# human PMI inhibition: MPI enzyme activity inhibition – biochemical, fluorescence intensity, coupled assay, primary screen (AID 1209); purified PMI enzyme, coupled fluorescence intensity; higher % means a stronger effect; inhibition, % at 20 µM, or IC50 in µM where a hit was titrated; 190,000 compounds, 0.42% hits; in the data active means inhibition above about 50%;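 further: plate controls were DMSO vehicle for no effect and wells lacking substrate for full effect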
# Hep lipid drop: modulators of hepatic lipid droplet formation; 240,000 compounds, 0.4% hits; AML12 mouse hepatocytes, oleate lipid droplets, BODIPY imaging; AID 1656; inhibition, % at 6.5 µM;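 active means lipid droplet intensity inhibited by at least 50%, with more than 500 cells counted; inconclusive means wells with under 300 cells, treated as cytotoxic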
#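 Assay system: AML12 hepatocytes (mouse) / Also added: 100 µM oleic acid challenge / Times: overnight treatment with compound plus oleate / Detection: high-content imaging of BODIPY-stained droplets and DAPI nuclei / Evaluation: % inhibition of lipid droplet signal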
# Insulin prom up: MIN6 insulin promoter up-regulation. 190,000 compounds, 0.3% hits. z-score at 5 µM. MIN6 insulin promoter-GFP reporter, high-content imaging; stronger effect = higher value;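 active means z-score above 3 at 5 µM with at least 500 cells counted in the well; inconclusive means wells under 500 cells, flagged as cytotoxic or low count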
# Dynein transport: blocks dynein driven cargo transport along microtubules; z-score, hits read low; 3617.4 mouse cells, GR-EGFP nuclear translocation imaging; test concentration mostly 20 µM; stimulated with dexamethasone, 1 µM; stronger effect = lower value; AID 1381; 220,000 compounds, 0.47% hits;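 active means plate z-score of nuclear minus cytoplasmic receptor signal below a set negative limit, without overly bright fluorescence or cell loss, cut at about -3.5 in these data, passing the limit was not always enough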;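 further: z-score of nuclear minus cytoplasmic ring GR-EGFP intensity difference per well; some compounds called inactive have numbers as strong as hits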
#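 Buffer or medium: Induction medium lacking tetracycline, stripped serum | Also added: Dexamethasone agonist, 1.0 µM final, for 30 min | Timing: 48 h induction, 1 h compound, 30 min dex at 37 °C | Detection: Formaldehyde fixation, Hoechst nuclear stain, 10x automated fluorescence imaging | Measure: Nuclear versus cytoplasmic GR-EGFP signal, averaged per well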
# T cell HTS: modulates CD8 T cell binding to vesicles. 330,000 compounds, 0.068% hits. calls only at 7 µM. 2C CD8+ T cell-vesicle binding, flow cytometry; stronger effect = lower value. AID 2052;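 active means response, share of CD8 T cells binding vesicles, and their 90th percentile fluorescence all below set limits, cut at about 80% in these data, passing the limit was not always enough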
#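 System: murine 2C transgenic CD8+ T lymphocytes; also added: QL9-loaded Drosophila micro-vesicles; times: binding 1.5 h at 37 °C; measured by: flow cytometry, PE anti-B7-1 (FL2) versus Alexa647 anti-CD8 (FL8), PFA-fixed; control set: Peptide-free naked vesicles (low) and QL9 vesicles with 0.7% DMSO vehicle (high)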
# Myeloid diff MLP: compounds promoting myeloid differentiation; ER-HoxA9 myeloid progenitors, lysozyme-GFP differentiation, flow cytometry; calls only at 10 µM; 360,000 compounds, 1% hits;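 active means normalized GFP-positive differentiation at or above the plate's own cutoff, the solvent-only control mean plus 3 SD; inconclusive means no clear call, values can overlap the other calls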;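 further: cells exposed to compound for four days before flow analysis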
# Dynein transport cytoplasmic EGFP: further read-out of Dynein transport, marked with its call; z-score; measured here: cytoplasmic GR-EGFP intensity; stronger effect = higher value
# Dynein transport nuclear GR-EGFP: further read-out of Dynein transport, marked with its call; z-score; measured here: nuclear GR-EGFP intensity;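 lower value marks the stronger effect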
# Dynein transport cell count: further read-out of Dynein transport, marked with its call; z-score; measured here: cell count per field
# Insulin prom up cell count: second read-out of Insulin prom up, no call of its own (marks repeat the call); cell count; measured here: cytotoxicity, nuclei count;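 total cells summed across four imaged fields per well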
# Hep lipid drop cells 6.5 µM: also measured in Hep lipid drop; calls as there; cell count; measured here: cell count, cytotoxicity flag;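 cells counted across two imaged fields per well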
# b-catenin transl cell count 5 µM: also measured in b-catenin transl; calls as there; cell count; measured here: cell count, cytotoxicity flag
# T cell HTS vesicle-bound %: recorded beside T cell HTS, whose call it bears; double positive events, %; measured here: CD8+ vesicle-bound cell fraction;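 binding gate set so that unloaded-vesicle control wells show 10% double positive cells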
# MT stabilizer Hoechst-high %: also measured in MT stabilizer; calls as there; % Hoechst-high responders; measured here: nuclear condensation Hoechst responders;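 share of cells brighter than vehicle mean plus two SD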
# MT stabilizer cytotoxicity %: recorded beside MT stabilizer, whose call it bears; toxicity, %; measured here: cytotoxicity by cell density;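 0% = mean cell density of plate MIN control wells and 100% = no cells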
# Myeloid diff MLP GFP+ MAC1+ %: also measured in Myeloid diff MLP; calls as there; GFP+ MAC1+ double positive, %; measured here: differentiation confirmed by MAC1 staining
# Active calls of the source: *; i = inactive; ? = inconclusive; . = not tested or not shown.
SMILES,TNAP activators,MT stabilizer,MT stabilizer Hoechst-high %,MT stabilizer cytotoxicity %,b-catenin transl,b-catenin transl cell count 5 µM,human PMI inhibition,Hep lipid drop,Hep lipid drop cells 6.5 µM,Insulin prom up,Insulin prom up cell count,Dynein transport,Dynein transport cytoplasmic EGFP,Dynein transport nuclear GR-EGFP,Dynein transport cell count,T cell HTS,T cell HTS vesicle-bound %,Myeloid diff MLP,Myeloid diff MLP GFP+ MAC1+ %
Cc1ccc(S(=O)(=O)N2CCCOC2CNC(=O)C(=O)NCc2ccco2)cc1 (stereo not drawn),1.1,3.5,2.2,8.9,-2.7,507,-3%,6,610,?,.,0.13,-0.34,-0.27,0.0017,i,32,i,0.5
O=C(C1CCN(Cc2nc(Cc3cccc(F)c3)no2)CC1)N1CCOCC1,1.1,2.6,1.0,12,-1.7,1013,6%,-2,743,-0.26,1442,-0.82,-0.38,-0.21,1.2,i,10,i,0.9
CCc1cccc(CC)c1NC(=S)N1CCn2cccc2C1c1cccnc1 (stereo not drawn),1.1,4.2,1.9,13,-1.6,1063,25%,-16,541,0.19,1431,-0.57,-0.28,-0.33,1.8,i,46,i,0.9
Cc1ccc(CN2CCSc3ccc(C(=O)NCc4cccnc4)cc32)cc1,1.3,7.4,1.0,11,-1.6,1013,9%,1,667,-0.08,1549,0.63,-0.25,-0.048,-0.34,i,56,i,0.5
N[C@@H](CO)c1nnc([C@H](Cc2ccc(O)cc2)NC(=O)C2CCNCC2)o1,1.1,2.9,1.7,6.8,-2.4,1169,2%,-2,721,0.96,1299,0.51,0.021,0.67,-2.2,i,20,i,0.9
O=C(CCC(=O)OCc1cccc([N+](=O)[O-])c1)Nc1ccc(F)cc1,1,2.3,1.7,2.4,0.4,1484,2%,9,763,0.78,1492,0.29,0.043,-0.2,0.14,i,52,i,0.5
COc1c(C)cc(C(=O)C2CCCN(C(=O)CCc3scnc3C)C2)cc1C (stereo not drawn),1.1,4.1,2.2,11,1.0,1002,-5%,-7,789,2.1,1294,-0.69,-0.24,-0.52,0.59,i,36,i,0.3
Cc1cc(C(=O)Nc2sc3c(c2C#N)CCC(C)C3)no1 (stereo not drawn),1.1,27,3.4,29,.,.,10%,5,670,-0.33,1293,-1.3,0.0014,-0.51,1.1,i,19,i,5.9
COc1ccc(CNC(=O)C2(C)Cc3ccccc3C(=O)O2)cc1 (stereo not drawn),1,3.2,1.8,1.6,0.2,1508,-10%,21,668,0.36,1434,-0.82,0.36,-0.24,0.76,i,50,i,0.1
c1ccc(CCN2CN=C(Nc3nc4ccccc4o3)NC2)cc1,1,5.8,4.1,3.9,-0.9,1110,8%,4,856,-0.07,830,-0.095,-0.32,0.038,0.28,i,39,i,2.3
CC(=O)c1cccc(NC(=O)/C(=C\c2ccco2)NC(=O)c2cccs2)c1,1.1,2.5,1.5,2.3,.,.,2%,.,.,.,.,2.6,-0.1,1.3,-2.1,i,38,i,1.1
COc1ccc(N=C2SC(CC(=O)Nc3ccccc3)C(=O)N2Cc2ccccn2)cc1 (stereo not drawn),1.1,3.6,2.7,8.7,-3.5,1107,19%,-4,723,2,1035,-0.74,-0.32,-0.048,0.65,i,47,i,0.6
CCOC(=O)c1ccc(NC(=O)N2CCN(C(=O)c3ccco3)CC2)cc1,1.1,5.5,3.0,5.5,-0.9,1475,0%,-19,481,0.01,1429,0.13,-0.39,-0.042,0.56,i,51,i,0.6
COc1ccc(/C=N/NC(=O)c2cnccn2)cc1O,1.2,4.0,3.0,2.0,-0.1,940,10%,-2,528,0.15,1308,0.74,-0.22,0.18,-0.25,i,47,i,0.3
C=CCSc1nnc2c(n1)OC=Nc1ccccc1-2,1.1,2.5,1.6,8.0,-1.5,1000,-9%,4,708,-0.3,806,-0.43,-0.23,-0.42,1.2,i,28,i,1.2
COC(=O)c1c(NC(=O)c2c(Cl)cnn2C)sc(C)c1C,1,1.8,2.7,1.3,-1.5,1086,1%,-4,743,0.76,1396,0.068,-0.38,0.15,0.37,i,50,i,0.3
COc1cc(C(=O)NCC(=O)OCn2nnc3ccccc3c2=O)cc(OC)c1OC,1.1,2.0,2.3,1.1,-0.3,1092,0%,10,746,0.2,1327,1.8,-0.2,1.1,-1,i,31,i,1.1
COCCN(C(=O)Cc1cccs1)C(C(=O)NCc1ccc(OC)cc1)c1ccc(OC)cc1 (stereo not drawn),1,2.1,1.1,6.9,-3.6,1121,-2%,-27,622,0.44,1735,.,.,.,.,i,8,i,2.1
Cc1ccc(C(=O)CSc2nnc3ccccn23)c(C)c1,1,3.2,1.5,4.9,0.4,1552,5%,-32,741,0.36,1477,0.96,-0.32,1.2,-1.2,i,27,i,0.2
CCOC(=O)Cc1csc(SCC(=O)Nc2cc(C)ccc2OC)n1,1.1,4.0,1.4,1.6,-1.4,1054,-2%,22,648,0.66,1621,0.41,-0.2,0.42,-0.14,i,44,i,0.1
C/C(=N\N1CCN(C2c3ccccc3-c3ccccc32)CC1)c1ccncc1,1.1,0.8,1.6,9.2,1.6,1381,7%,.,.,-0.29,1621,-0.48,-0.18,-0.44,0.73,i,41,i,0.6
Cc1cc(C)nc(NS(=O)(=O)c2ccc(NC(=O)c3cc(-c4ccccc4)nc4ccccc34)cc2)n1,1,2.4,4.4,4.8,.,.,17%,5,638,0.74,1231,-0.4,-0.33,-0.55,0.36,i,53,i,0.4
COc1ccc(C(=O)NCC(=O)N2CCc3ccccc3C2)cc1,1.1,3.9,2.3,24,3.1,1033,-1%,1,691,-0.33,1362,-0.39,-0.27,0.089,1.2,i,17,i,0.3
CC1(C)CC(NC(=O)COc2ccccc2Cl)CC(C)(C)N1,1.1,1.0,1.3,0.6,0.6,1577,-11%,3,579,0.59,1508,1.7,-0.2,0.9,-0.72,i,56,i,0.2
S=C(NCC1COc2ccccc2O1)Nc1ccccc1 (stereo not drawn),1,5.8,1.7,1.8,-0.6,1474,6%,-50,679,0.45,1527,1.2,-0.25,1.2,-0.15,i,24,i,0.3
CCOc1cccc(C2NC(=S)NC(C)=C2C(=O)Nc2ccccc2)c1 (stereo not drawn),1.1,14*,49*,31*,1.3,832,18%,0,643,.,.,-0.79,-0.24,-0.61,0.17,i,54,i,0.4
COc1cc(/C=C\C(=O)NCc2ccc3[nH]c(C)cc3c2)cc(OC)c1OC,1.1,3.5,3.9,5.8,-2.9,571,5%,6,706,0.3,1296,-0.43,-0.13,0.6,0.49,i,35,i,3.2
CC(Oc1cccc(Cl)c1)C(=O)Nc1cc(=O)n(C)c(=O)n1C (stereo not drawn),1.1,3.9,1.8,3.8,.,.,5%,-3,683,.,.,0.084,-0.24,0.38,1.6,i,20,i,0.7
CC(NS(=O)(=O)c1ccc(Br)cc1)C(=O)NCc1ccc2c(c1)OCO2 (stereo not drawn),1,2.6,1.1,1.5,-0.6,1033,3%,-10,629,-0.67,1548,0.61,-0.14,0.66,-1.5,i,67,i,0.3
CCCS(=O)(=O)Nc1ccc(-c2ccc3nnc(C)n3n2)cc1,1,1.7,1.4,4.6,-0.6,1097,-4%,5,725,.,.,-0.4,-0.29,-0.24,0.43,.,.,.,.
O=C(Nc1ccno1)Nc1ccc(Cl)cc1Cl,.,.,.,.,3.0,1171,.,4,695,-1.2,1336,-0.45,-0.27,-0.23,0.21,i,33,i,0.3
O=C(CSc1nnc(CNc2ccc(F)cc2)n1Cc1ccccc1)NCc1ccccc1,1.1,2.7,2.1,7.0,.,.,0%,-20,773,.,.,-0.13,-0.23,-0.69,0.6,i,33,i,0.2
